# Growth percent in the NCI-60 one-dose screen (48 h, 10 µM unless noted): 100 = growth as untreated, 0 = no growth, -100 = all killed.
# K-562 = K-562 leukemia; 78,000 tested, 7.4% active; AID 1794777
# MDA-MB-231 = MDA-MB-231 breast cancer; 81,000 tested, 5% active; AID 1794789
# MDA-MB-468 = MDA-MB-468 breast cancer; AID 2202374; 78,000 tested, 8.5% active
# CCRF-CEM = CCRF-CEM leukemia | 77,000 tested, 7% active
# SR = SR leukemia cells | 73,000 tested, 8.7% active | AID 1794780
# RPMI-8226 = RPMI-8226 leukemia cells | 77,000 tested, 7.5% active | AID 1794781
# MCF7 = MCF7 breast cancer; 82,000 tested, 6.3% active; AID 1794796
# MOLT-4 = MOLT-4 leukemia cells. 80,000 tested, 6.9% active. AID 1794779
# * marks the source's active call; other numbers are inactive results; nt = not tested or not shown. How the source made its calls: active means growth percent below 10; inactive means the rest. An unsorted share of the library (roughly 14% active in at least one column).
compound	K-562	MDA-MB-231	MDA-MB-468	CCRF-CEM	SR	RPMI-8226	MCF7	MOLT-4
CN1C(=O)CCC1C(=O)NNc1ccccc1 (configuration not stated)	44	100	86	100	93	98	94	92
O=C1CSC(c2cn(-c3ccccc3)nc2-c2ccc(F)cc2)N1c1ccccc1 (configuration not stated)	100	103	102	95	85	96	75	86
Cc1ccccc1-n1nnc(C(=O)Nc2ccc3ccccc3n2)c1C	72	90	54	88	74	79	90	85
Oc1nc(NCc2ccco2)sc1C=NCc1ccco1	97	106	106	85	92	101	91	97
FC(F)(F)C1=NN=C(c2ccc(Cl)cc2)/C1=C/c1ccco1	46	78	41	73	41	101	60	84
CS(=O)(=O)c1nc2ncc(C(N)=O)n2[nH]1	97	96	92	110	83	102	92	103
CC(=O)N(O)CCCCCNC(=O)CCC(=O)N(O)CCCCCNC(=O)CCC(=O)N(O)CCCCCN(CCCCCCCCCC[P+](c1ccccc1)(c1ccccc1)c1ccccc1)CCCCCCCCCC[P+](c1ccccc1)(c1ccccc1)c1ccccc1	10.0*	16	-43*	5.9*	1.6*	-14*	5.1*	8.4*
CC1(C)Oc2cc3oc(=O)ccc3cc2C[C@@H]1OCCOS(=O)(=O)c1ccc(O)c(C(=O)O)c1	nt	108	103	115	106	117	98	110

# Quoted from the listing.
# `FC(F)(F)C1=NN=C(c2ccc(Cl)cc2)/C1=C/c1ccco1` in K-562 has 46
# `CC(=O)N(O)CCCCCNC(=O)CCC(=O)N(O)CCCCCNC(=O)CCC(=O)N(O)CCCCCN(CCCCCCCCCC[P+](c1ccccc1)(c1ccccc1)c1ccccc1)CCCCCCCCCC[P+](c1ccccc1)(c1ccccc1)c1ccccc1` in RPMI-8226 has -14*

# (next part)
compound	K-562	MDA-MB-231	MDA-MB-468	CCRF-CEM	SR	RPMI-8226	MCF7	MOLT-4
O=C(O)c1ccc(-c2nn(-c3ccc(C(=O)O)cc3)cc2/C=N/NC(=O)c2ccccc2O)cc1	104	87	100	100	108	110	92	107
COc1ccc(/C(C)=C(\c2ccc(Cl)cc2)c2ccc(OCCN3CCOCC3)cc2)cc1F	73	108	97	86	84	82	103	80
O=C1[C@H]2Cc3c([nH]c4ccccc34)[C@H](c3ccc(Br)cc3)N2C(=O)CN1C1CCN(Cc2ccccc2)CC1	39	67	74	62	35	52	49	53
Cc1ccc2cc3c(N)c4c(C)ccc(C)c4nc3nc2c1	-19*	7.2*	30	40	-10.0*	34	38	45
CC/C=C\C/C=C\C/C=C\C/C=C\C/C=C\C/C=C\CCC(=O)CO[C@H]1O[C@@H](Oc2cc(O)cc(O)c2C(=O)CCc2ccc(O)cc2)[C@H](O)[C@@H](O)[C@@H]1O	132	102	97	137	119	113	97	115
COc1ccccc1N=C1SCC(=O)N1Cc1ccco1	99	103	108	118	104	104	101	109
COc1cc(-c2noc(-c3cccc(N)c3)n2)cc(OC)c1OC	83	90	91	84	101	76	89	89
O=C1C(Cl)=C(SC2=NCCN2)C(=O)c2ccccc21	65	56	0.4*	62	nt	nt	61	69
COc1ccc(N=Nc2c(N)nn3c(-c4ccc(OC)c(OC)c4)c(C#N)c(N)nc23)cc1	71	62	46	53	78	44	40	40
COc1ccc(-c2nc3ccc(C(=O)N=Nc4c(O)[nH]c5ccccc45)cc3[nH]2)cc1	nt	80	110	78	nt	121	85	nt
CCOC(=O)CC(C(=O)OCC)C(C)c1ccccc1 (configuration not stated)	107	99	84	100	99	98	98	99
CC(C)C1(C(C)C)NC(=O)NC1=O	108	109	101	94	nt	117	101	98
O=C(Cn1cc(COc2ccc([N+](=O)[O-])cc2)nn1)Nc1nc2ccccc2s1	99	97	106	102	111	97	98	99
COc1ccc2[nH]c(O)c(N=NC(=O)c3cc(-c4ccc(OC)c(OC)c4)nc4ccccc34)c2c1	nt	95	101	106	nt	118	91	nt
Brc1ccc(Nc2nc(Nc3cnc4ccccc4c3)c3[nH]cnc3n2)cc1	80	54	65	61	64	64	58	78
Clc1ccc(N=c2oc3ccccc3cc2-c2cc3ccccc3[nH]2)cc1	95	88	98	99	114	nt	74	93
CC(=O)NCCO[C@H]1Cc2cc3ccc(=O)oc3cc2OC1(C)C	105	98	104	102	103	109	100	104
CCC(CN(C(=O)c1ccc([N+](=O)[O-])cc1)C1CCCCC1)OC(=O)c1ccc([N+](=O)[O-])cc1 (configuration not stated)	41	59	59	64	46	29	64	37
C=C1CC[C@@H]2[C@]3(C)COC(c4cn(-c5ccccc5)nc4-c4ccccc4)O[C@@H]3CC[C@@]2(C)[C@@H]1C/C=C1/C(=O)OC[C@H]1O (some centres not stated)	-30*	nt	-90*	32	-33*	-10*	-9.9*	-46*
Cc1ccc2[nH]c(=O)c(C3C4=C(CC(C)(C)CC4=O)Nc4nc(N)nc(N)c43)cc2c1 (configuration not stated)	93	88	90	98	96	100	96	99
COC(=O)[C@@H](Cc1cnc[nH]1)NC(=O)/C=C/c1ccccc1	105	102	107	nt	101	99	96	100
COc1ccc2oc(=O)cc(C3c4ccc([nH]4)C(c4cc(=O)oc5ccc(OC)cc45)c4ccc([nH]4)C(c4cc(=O)oc5ccc(OC)cc45)c4ccc([nH]4)C(c4cc(=O)oc5ccc(OC)cc45)c4ccc3[nH]4)c2c1 (configuration not stated)	-20*	-16*	-39*	0.1*	-16*	-6.9*	-30*	-8.6*
C#CCC1(O)CCC2C3CCc4cc(OC)ccc4C3CCC21C (configuration not stated)	63	100	92	94	82	82	123	80
CCCCc1cc(C)ccn1	94	106	113	94	104	100	99	95
CNC(C)=O	90	nt	102	103	88	103	91	95
N#C/C(=C\c1ccc2c(c1)OCO2)c1ccccc1	21	67	25	75	14	75	53	58
CC1CN(C(C)C)C(=S)N(c2ccccc2)C1=O (configuration not stated)	96	90	84	91	108	120	97	90

# Entries above that contain four or more nitrogen atoms:
compound	K-562	MDA-MB-231	MDA-MB-468	CCRF-CEM	SR	RPMI-8226	MCF7	MOLT-4
Cc1ccccc1-n1nnc(C(=O)Nc2ccc3ccccc3n2)c1C	72	90	54	88	74	79	90	85
CS(=O)(=O)c1nc2ncc(C(N)=O)n2[nH]1	97	96	92	110	83	102	92	103
CC(=O)N(O)CCCCCNC(=O)CCC(=O)N(O)CCCCCNC(=O)CCC(=O)N(O)CCCCCN(CCCCCCCCCC[P+](c1ccccc1)(c1ccccc1)c1ccccc1)CCCCCCCCCC[P+](c1ccccc1)(c1ccccc1)c1ccccc1	10.0*	16	-43*	5.9*	1.6*	-14*	5.1*	8.4*
O=C(O)c1ccc(-c2nn(-c3ccc(C(=O)O)cc3)cc2/C=N/NC(=O)c2ccccc2O)cc1	104	87	100	100	108	110	92	107
O=C1[C@H]2Cc3c([nH]c4ccccc34)[C@H](c3ccc(Br)cc3)N2C(=O)CN1C1CCN(Cc2ccccc2)CC1	39	67	74	62	35	52	49	53
COc1ccc(N=Nc2c(N)nn3c(-c4ccc(OC)c(OC)c4)c(C#N)c(N)nc23)cc1	71	62	46	53	78	44	40	40
COc1ccc(-c2nc3ccc(C(=O)N=Nc4c(O)[nH]c5ccccc45)cc3[nH]2)cc1	nt	80	110	78	nt	121	85	nt
O=C(Cn1cc(COc2ccc([N+](=O)[O-])cc2)nn1)Nc1nc2ccccc2s1	99	97	106	102	111	97	98	99
COc1ccc2[nH]c(O)c(N=NC(=O)c3cc(-c4ccc(OC)c(OC)c4)nc4ccccc34)c2c1	nt	95	101	106	nt	118	91	nt
Brc1ccc(Nc2nc(Nc3cnc4ccccc4c3)c3[nH]cnc3n2)cc1	80	54	65	61	64	64	58	78
Cc1ccc2[nH]c(=O)c(C3C4=C(CC(C)(C)CC4=O)Nc4nc(N)nc(N)c43)cc2c1 (configuration not stated)	93	88	90	98	96	100	96	99
COc1ccc2oc(=O)cc(C3c4ccc([nH]4)C(c4cc(=O)oc5ccc(OC)cc45)c4ccc([nH]4)C(c4cc(=O)oc5ccc(OC)cc45)c4ccc([nH]4)C(c4cc(=O)oc5ccc(OC)cc45)c4ccc3[nH]4)c2c1 (configuration not stated)	-20*	-16*	-39*	0.1*	-16*	-6.9*	-30*	-8.6*

# Bioassay records: PubChem, NCI
